HADH2 inhib: blocks human hydroxyacyl-CoA dehydrogenase type II; Q99714; 73,000 tested, 3.4% active; AID 886; recombinant HADH2, NADH fluorescence, beta-hydroxybutyryl-CoA; Potency, µM (highest dose often 57.1 µM), for inactives: at the highest dose activity change, negative = inhibition, most hits filed as inhibitors; note: potency is the fitted concentration of half-maximal effect; % is set by controls: 0 for no effect and ±100 for the full control effect; nearly all actives have a fitted effect of over 60% in size; many of its hits are not listed in these tables
Target sequence (Q99714 whole entry, looked up, one chain of several): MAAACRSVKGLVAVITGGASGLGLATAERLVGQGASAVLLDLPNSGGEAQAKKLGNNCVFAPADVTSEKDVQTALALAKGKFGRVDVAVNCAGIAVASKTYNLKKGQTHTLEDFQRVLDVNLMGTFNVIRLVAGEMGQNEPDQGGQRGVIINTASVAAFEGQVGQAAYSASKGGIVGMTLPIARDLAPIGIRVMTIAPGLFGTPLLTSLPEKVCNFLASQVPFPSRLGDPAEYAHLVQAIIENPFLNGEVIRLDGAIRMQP
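Buffer 100 mM Tris-HCl pH 9.0/0.01% Tween-20; HADH2 20 nM; NAD+ 1 mM; beta-hydroxybutyryl-CoA 90 uM (all final). 15 min cpd preincubation, RT.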
Tau filament bind: tau filament binding | recombinant tau filaments, thioflavin S fluorescence, 15 h; filaments grown with octadecylsulfate alongside compound | P10636 | 71,000 tested, 2% active | Potency, µM (titrated, usually from 57.1 µM), for the others: top-dose activity change, negative = inhibition;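 note: potency is the fitted concentration of half-maximal effect; % is set by controls: 0 for no effect and ±100 for the full control effect; actives lower thioflavin S fluorescence by blocking filaments or displacing dye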
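Assay mix: 1 uM His-tagged tau, 30 uM sodium octadecylsulfate, thioflavine S dye in HEPES/NaCl/DTT buffer. Compound is added prior to the inducer. Fluorescence after 15 h at 37 C.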
DNA Pol III inh: inhibitors of bacterial DNA polymerase III holoenzyme. reconstituted DNA polymerase III holoenzyme replication, biochemical. Potency, µM (highest dose often 57.1 µM), for inactives: at the highest dose activity change, negative = inhibition. 71,000 tested, 0.25% active. AID 603; note: potency is the fitted concentration of half-maximal effect; % is set by controls: 0 for no effect and ±100 for the full control effect
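Reconstituted *E. coli* holoenzyme (0.35 nM Pol III, 1 nM beta, 154 nM SSB, 2 nM primase) was preincubated with compound for 15 min at RT. Synthesis on 1.4 nM ssM13Gori ran 35 min, then was stopped with PicoGreen/EDTA and read as dsDNA fluorescence.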
HEK293 cAMP ctrl: counter-screen for TSHR agonists: cAMP increase in parental HEK293. AID 938. parental HEK293 CNG cAMP sensor, membrane potential fluorescence. 73,000 tested, 2.5% active. Potency, µM (series often up to 57.1 µM), without a hit: at the top dose activation, usual class: activators; note: potency is the fitted concentration of half-maximal effect; % of control where 0% means no effect; nearly all actives have a fitted effect of over 55% in size
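Counterscreen for endogenous-receptor signalling: CNG-channel HEK 293 cells report cAMP rise by membrane depolarization. After 60 min dye equilibration with 100 uM RO 20-1724, compounds incubated 30 min before bottom-read fluorescence at 590 nm.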
BRCT PPI red: inhibitors of human BRCA1 BRCT-phosphoprotein interaction (red fluorophore) | AID 892 | P38398 | BRCT-phosphopeptide binding, red fluorescence polarization | Potency, µM (doses to about 76.9 µM), inactives show top-dose activity change, negative = inhibition, usual class: inhibitors | 75,000 tested, 0.03% active; note: % is set by controls: 0 for no effect and ±100 for the full control effect
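Fluorescence polarization: 100 nM His-tagged BRCA1 BRCT with 100 nM TAMRA-labelled phospho-BACH1 decapeptide, phosphate buffer pH 7.3 with 150 mM NaCl, DTT, 0.01% Tween 20; 12 min RT. Binding inhibition seen as FP decrease.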
15-hLO inh: inhibitors of human 15-lipoxygenase (ALOX15); P16050; purified 15hLO-1, xylenol orange hydroperoxide absorbance; 74,000 tested, 1.4% active; AID 887; Potency, µM (doses to about 57.1 µM), for inactives: at the highest dose activity change, negative = inhibition, usual class: inhibitors; note: potency is the fitted concentration of half-maximal effect; % is set by controls: 0 for no effect and ±100 for the full control effect; nearly all actives have a fitted effect of over 55% in size
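Quantitative HTS in 25 mM Hepes pH 7.5 containing 0.01% Triton X-100: human 15hLO-1 at 40 nM, arachidonic acid at 50 uM, 6 min turnover. Product quantified via ferrous oxidation/xylenol orange, 573:405 nm absorbance ratio.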
Casp7 inh: allosteric or competitive inhibitors of human caspase-7 | Potency, µM (doses to about 57.5 µM), for the others: at the highest dose activity change, negative = inhibition, most hits filed as inhibitors | recombinant caspase-7, Ac-DEVD-AFC fluorescence rate | 75,000 tested, 0.02% active | P55210; active = well fitted inhibition curve with a large enough effect in the main read-out, with a control signal flat, not every such curve was filed as active; inconclusive = small, poorly fitted or top-dose-only effect, or a change in a side signal; note: potency is the fitted concentration of half-maximal effect; % of control where 0% means no effect
Caspase-1 inhib: caspase-1 (human) inhibition, allosteric or competitive | Caspase-1 enzyme, Ac-WEHD-AFC fluorogenic rate | Potency, µM (top dose mostly 57.5 µM), for the others: at the highest dose activity change, negative = inhibition, actives largely listed as inhibitors | 75,000 tested, 0.03% active | P29466;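 note: potency is the fitted concentration of half-maximal effect; plate controls were vehicle for no effect and no substrate for full effect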
Rhodamine autofl: compound autofluorescence in rhodamine spectral region. Rhodamine-region fluorescence, 547/598 nm, Tris buffer; hits give high values. 59,000 tested, 0.05% active. max dye-equivalent concentration, M; in the data active = max dye-equivalent concentration above about 11 nM; inconclusive = between about 1.1 nM and that limit
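Read-out is relative fluorescence at 547 nm excitation and 598 nm emission, expressed as dye-equivalent concentration using rhodamine standards on every plate. Each compound was profiled across a concentration series after 15 min in 100 mM Tris, pH 8.0.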
BRCT inh green: BRCA1 BRCT-phosphoprotein interaction inhibition | P38398 | BRCA1 BRCT-phosphopeptide binding, green fluorescence polarization | Potency, µM (doses to about 76.9 µM), inactives show top-dose activity change, negative = inhibition, hits mostly inhibitors | 75,000 tested, 0.05% active | AID 875;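 note: potency is the fitted concentration of half-maximal effect; plate controls were peptide without protein for full effect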
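Compounds were incubated for 12 min at room temperature with a complex of 100 nM fluorescein-tagged pBACH1 decapeptide and 250 nM His-tagged BRCT protein. Buffer was phosphate pH 7.3 with EDTA, DTT and Tween 20. Disruption of binding lowers the polarization signal.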
USP2a inh: USP2a (human) protease inhibition; AID 927; Potency, µM (series often up to 38.3 µM), for the others: at the highest dose activity change, negative = inhibition, actives largely listed as inhibitors; USP2a enzymatic assay, qHTS inhibition; 60,000 tested, 0.1% active;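 note: potency is the fitted concentration of half-maximal effect; nearly all actives have a fitted effect of over 60% in size; plate controls were DMSO for no effect and NEM full inhibition control for full effect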
Target sequence (O75604 whole entry, looked up): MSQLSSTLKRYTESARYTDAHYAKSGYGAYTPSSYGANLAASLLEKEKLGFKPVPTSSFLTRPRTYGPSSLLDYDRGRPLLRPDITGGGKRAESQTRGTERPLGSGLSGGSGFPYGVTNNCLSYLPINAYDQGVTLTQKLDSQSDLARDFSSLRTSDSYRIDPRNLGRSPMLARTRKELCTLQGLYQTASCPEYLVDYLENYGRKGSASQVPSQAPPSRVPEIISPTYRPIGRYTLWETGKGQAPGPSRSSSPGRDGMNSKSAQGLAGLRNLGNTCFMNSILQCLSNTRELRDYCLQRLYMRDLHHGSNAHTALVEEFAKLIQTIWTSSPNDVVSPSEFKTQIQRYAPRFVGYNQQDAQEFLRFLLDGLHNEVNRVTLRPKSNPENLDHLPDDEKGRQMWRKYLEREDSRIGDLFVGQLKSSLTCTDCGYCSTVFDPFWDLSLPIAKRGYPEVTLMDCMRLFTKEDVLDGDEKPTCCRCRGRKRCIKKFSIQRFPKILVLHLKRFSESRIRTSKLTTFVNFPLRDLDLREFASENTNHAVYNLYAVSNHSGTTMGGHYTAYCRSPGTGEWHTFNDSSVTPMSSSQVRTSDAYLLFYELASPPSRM
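Coupled readout: USP2-cleaved Ub-PLA2 (20nM final) turns over NBD C6-HPC (20uM final), Ex 460nm/Em 535nm after 2.5 h, time-zero read flagging artifacts. Enzyme (20nM final, pH 8.0 Tris) given 30 min RT with compound first; NEM defines full inhibition.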
* marks the source's active call; other numbers are inactive results; i = inactive; ? = inconclusive; / = no result given; [ ] = remark or other dose. Unless noted, calls come from the whole dose curve; as a rule, active = well fitted curve in the direction sought with a large enough effect; inconclusive = small, poorly fitted or top-dose-only effect, or another doubt; inactive = no such curve, though single readings can be large; an effect the other way counts as inactive or inconclusive.

SMILES	HADH2 inhib	Tau filament bind	DNA Pol III inh	HEK293 cAMP ctrl	BRCT PPI red	15-hLO inh	Casp7 inh	Caspase-1 inhib	Rhodamine autofl	BRCT inh green	USP2a inh
Cc1nn2c(-c3ccccc3)c(-c3ccccc3)nc2[nH]c1=O	-4.4%	23.8%	0.6%	21.2%	0.1%	-13.7%	-22.8%	?	i	-1.1%	-2.3%
Cc1nc2ccccc2c2oc(C(=O)N3CCN(C(=O)c4ccco4)CC3)cc12	9.4%	-1.5%	-3.5%	4.4%	-2.4%	-5.7%	-1.7%	-1.6%	/	6.9%	/
O=C(Cn1nnc(-c2ccccc2-n2cnnn2)n1)c1ccccc1	4.7%	-0.1%	0.0%	-13.4%	-0.1%	-22.2%	-1.2%	-1.7%	i	0.3%	9.9%
CC(C)Nc1nnc(SCC(=O)Nc2ccc(F)cc2)s1	?	1.7%	-3.4%	?	0.2%	-10.1%	0.0%	0.8%	i	-1.4%	1.7%
CCOc1ccccc1NC(=O)Cn1nnc(-c2ccc(OCC)c(OCC)c2)n1	3.8%	-3.1%	-0.6%	18.0%	0.9%	-10.8%	1.3%	-0.7%	i	0.1%	19.4%
COc1ccc(NC(=O)C(C)N(c2ccc(C)cc2)S(C)(=O)=O)c(OC)c1 (stereo not drawn)	1.4%	-25.4%	1.8%	4.5%	0.1%	3.2%	-0.7%	-2.2%	i	-2.3%	14.2%
O=C(CSc1nnc(Cn2c(=O)sc3ccccc32)n1-c1ccccc1)Nc1nccs1	-25.1%	2.0%	-2.9%	14.0%	1.0%	0.7%	-4.6%	-1.8%	/	0.3%	/
NS(=O)(=O)c1ccc(NC(=O)COC(=O)CSc2n[nH]c(-c3ccccc3)n2)cc1	-10.8%[11.4 µM]	-8.6%[11.4 µM]	?	-10.2%[11.4 µM]	0.6%	?	0.0%	-1.6%	/	1.6%	7.3%[7.66 µM]
Cc1ccc(OC(=O)NC2CCS(=O)(=O)C2)cc1C (stereo not drawn)	-4.8%	4.7%	-0.2%	-1.9%	0.8%	7.1%	0.5%	-0.1%	i	-1.7%	5.4%
COc1cc(NC(=O)c2ccc(NS(=O)(=O)c3c(C)noc3C)cc2)cc(OC)c1	-0.9%	14.3%	2.1%	-10.4%	0.8%	-4.1%	2.9%	2.5%	i	-0.9%	2.4%
Cc1ccccc1CS(=O)(=O)Cc1ccc(C(=O)NCC2CCCO2)o1 (stereo not drawn)	2.5%	-5.3%	-4.2%	-0.9%	0.1%	-7.3%	-0.3%	-0.7%	i	-4.9%	-6.5%
C=Cc1c(C)/c2[n-]/c1=C\c1[n-]c(c(CC)c1C)/C=c1\[n-]c3c(c1C)C(=O)C(C(=O)[O-])C=3c1[n-]c(c(C)c1CCC(=O)[O-])\C=2.[Cu].[Na+].[Na+] (stereo not drawn)	/	/	/	/	?	6.31µM*	-18.3%	-12.0%	/	-2.1%[3.08 µM]	?
Cn1c(C(=O)NCCCN2CCCC2=O)cc2c(=O)n(C)c3ccccc3c21	-23.7%	28.8%	-7.4%	5.9%	-2.5%	4.0%	-1.0%	-0.5%	/	2.2%	/
O=C(NCCN1CCOCC1)c1ccc(CS(=O)(=O)c2ccc(Br)cc2)o1	7.4%	-4.1%	-4.9%	9.7%	-0.5%	-4.0%	0.8%	-0.8%	/	0.0%	/
N#CC1=C2SCN(Cc3ccccc3)CN2C(=O)CC1c1ccc2c(c1)OCO2 (stereo not drawn)	2.51µM*	-8.8%	-7.5%	1.2%	-0.9%	12.6µM*	-16.4%	?	i	0.0%	40.3%[activator]
O=C(Nc1nc2ccc(S(=O)(=O)N3CCCCC3)cc2s1)c1ccncc1	-26.5%	0.9%	1.2%	-0.2%	1.8%	-25.3%	-4.3%	-2.6%	i	-0.5%	33.8%[activator]
CC(C)=CCC/C(C)=C/CO/N=C1/C[C@@H](O)[C@@H](O)[C@@H]2[C@@H]3C(=O)N(C[C@@H]4CCCO4)C(=O)[C@H]3CC[C@@H]12	-2.5%[11.4 µM]	/	/	-11.1%[11.4 µM]	1.2%[15.4 µM]	1.4%[11.4 µM]	-1.3%[11.5 µM]	0.8%[11.5 µM]	/	0.5%[15.4 µM]	/
O=C(Nc1ccc(S(=O)(=O)NCCc2ccccc2)cc1)c1ccc(Br)o1	37.6%[activator]	48.3%	0.2%	4.6%	0.8%	-23.8%	-9.2%	-5.2%	i	-6.2%	9.1%
Cc1cc(NC(=O)CSC2=Nc3ccccc3C3=NC(Cc4ccccc4)C(=O)N23)n[nH]1 (stereo not drawn)	3.9%	1.0%	0.5%	-0.7%	-0.6%	9.0%	-2.0%	-1.8%	i	-1.6%	15.8%
COCCn1c(=O)cnc2cnc(Oc3ccc(OC)cc3)nc21	-3.1%	-6.2%	-3.3%	6.6%	1.0%	9.9%	-3.6%	-4.3%	i	-0.3%	11.2%
CCOC(=O)C(/C(N)=N/C(=O)Nc1ccccc1)=C(\C)O	6.7%	3.3%	-1.3%	-3.0%	-0.7%	-2.2%	0.0%	-2.4%	i	-1.6%	1.9%
O=c1c2ccccc2oc2nc3n(c(=O)c12)CCCS3	-3.8%[11.4 µM]	-17.9%[11.4 µM]	-7.3%[11.4 µM]	-1.9%[11.4 µM]	-1.1%	-3.9%[11.4 µM]	0.1%	-1.7%	/	-0.9%	-3.5%[7.66 µM]
Cc1nc(CNS(=O)(=O)c2ccc(Oc3ccccc3)cc2)cs1	1.3%	22.4%	0.6%	23.1%	-1.0%	-6.0%	-0.4%	2.1%	i	-1.2%	13.3%
O=C(O)C1CCCCC1C(=O)Nc1ccccn1 (stereo not drawn)	2.3%	11.2%	-4.1%	2.3%	-0.6%	0.4%	0.9%	0.9%	i	-1.1%	6.2%
Cc1csc(-c2cnn(-c3ccccc3)c2NC(=O)c2ccccc2)n1	-19.5%	-6.2%	-2.9%	?	-1.9%	3.4%	1.7%	2.4%	i	1.1%	16.3%
COc1ccccc1CNC(=O)c1ccc(NS(=O)(=O)c2c(C)noc2C)cc1	-4.4%	-7.4%	8.0%	-0.6%	1.5%	12.2%	3.4%	-2.7%	i	2.8%	0.6%
COc1ccc(NC(=O)C2CCCN2S(=O)(=O)c2ccc(F)cc2)cc1 (stereo not drawn)	-5.5%	-11.9%	1.8%	6.4%	-0.3%	12.7%	0.6%	3.2%	/	-3.4%	/
Cn1c(SCC(=O)Nc2cccc(O)c2)nnc1-c1ccc(S(=O)(=O)N2CCOCC2)cc1	-9.0%	-0.8%	2.0%	2.3%	-1.3%	9.2%	1.0%	-0.8%	i	0.1%	13.2%

Three compounds from above, ordered by count of non-hydrogen atoms, smallest number first.
SMILES	HADH2 inhib	Tau filament bind	DNA Pol III inh	HEK293 cAMP ctrl	BRCT PPI red	15-hLO inh	Casp7 inh	Caspase-1 inhib	Rhodamine autofl	BRCT inh green	USP2a inh
O=C(NCCN1CCOCC1)c1ccc(CS(=O)(=O)c2ccc(Br)cc2)o1	7.4%	-4.1%	-4.9%	9.7%	-0.5%	-4.0%	0.8%	-0.8%	/	0.0%	/
COc1ccccc1CNC(=O)c1ccc(NS(=O)(=O)c2c(C)noc2C)cc1	-4.4%	-7.4%	8.0%	-0.6%	1.5%	12.2%	3.4%	-2.7%	i	2.8%	0.6%
C=Cc1c(C)/c2[n-]/c1=C\c1[n-]c(c(CC)c1C)/C=c1\[n-]c3c(c1C)C(=O)C(C(=O)[O-])C=3c1[n-]c(c(C)c1CCC(=O)[O-])\C=2.[Cu].[Na+].[Na+] (stereo not drawn)	/	/	/	/	?	6.31µM*	-18.3%	-12.0%	/	-2.1%[3.08 µM]	?

An excerpt of these results, as labelled records.
> C=Cc1c(C)/c2[n-]/c1=C\c1[n-]c(c(CC)c1C)/C=c1\[n-]c3c(c1C)C(=O)C(C(=O)[O-])C=3c1[n-]c(c(C)c1CCC(=O)[O-])\C=2.[Cu].[Na+].[Na+] (stereo not drawn)
  HADH2 inhib: /
  Tau filament bind: /
  DNA Pol III inh: /
  HEK293 cAMP ctrl: /
  BRCT PPI red: ?
  15-hLO inh: 6.31µM*
  Casp7 inh: -18.3%
  Caspase-1 inhib: -12.0%
  Rhodamine autofl: /
  BRCT inh green: -2.1%[3.08 µM]
  USP2a inh: ?
> CCOc1ccccc1NC(=O)Cn1nnc(-c2ccc(OCC)c(OCC)c2)n1
  HADH2 inhib: 3.8%
  Tau filament bind: -3.1%
  DNA Pol III inh: -0.6%
  HEK293 cAMP ctrl: 18.0%
  BRCT PPI red: 0.9%
  15-hLO inh: -10.8%
  Casp7 inh: 1.3%
  Caspase-1 inhib: -0.7%
  Rhodamine autofl: i
  BRCT inh green: 0.1%
  USP2a inh: 19.4%

Only part of the results is shown, so the mix of outcomes need not match the whole.
